EBNA-1 inh = blocks EBNA-1 binding to DNA; inhibition, % at 14.8 µM; EBNA-1 DNA binding, fluorescence polarization; actives 0.34% (n = 300,000); in the data active = inhibition above about 28%
Efflux pump inh = blocks antifungal efflux pumps in multiplex yeast assay | S. cerevisiae Candida pump triplex, Nile Red efflux | actives 0.44% (n = 330,000) | inhibition, % at 10 µM;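 active = plate passing quality check with inhibition over a set limit, or well fluorescence over plate mean plus 4 SD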;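 also: Nile Red retained in pooled yeast measured as flow cytometry median fluorescence; 0% = buffer negative control and 100% = Enniatin B positive control; higher means more Nile Red kept so more efflux inhibition; some compounds called inactive have numbers as strong as hits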
TPT1 inh = C. albicans TPT1 enzyme inhibition. inhibition, % at 5 µM. AID 1962. recombinant caTPT1, FP RNA substrate dephosphorylation. actives 0.81% (n = 300,000);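 active = inhibition above the mean of all tested compounds plus 3 SD, set per screening campaign, cut at about 24% in these data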;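 also: plate controls were DMSO alone for no effect and ferristatin control at 100 nM for full effect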
PREPL inh = human PREPL enzyme inhibition. inhibition, % at 5.96 µM. recombinant PREPL, fluorescence polarization activity-based probe. AID 2751. actives 0.68% (n = 320,000). Q4J6C6; in the data active = inhibition above about 43%;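 also: 0% = enzyme with DMSO and 100% = wells lacking enzyme; many of its hits are not listed in these tables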
Target sequence (Q4J6C6 whole entry, looked up): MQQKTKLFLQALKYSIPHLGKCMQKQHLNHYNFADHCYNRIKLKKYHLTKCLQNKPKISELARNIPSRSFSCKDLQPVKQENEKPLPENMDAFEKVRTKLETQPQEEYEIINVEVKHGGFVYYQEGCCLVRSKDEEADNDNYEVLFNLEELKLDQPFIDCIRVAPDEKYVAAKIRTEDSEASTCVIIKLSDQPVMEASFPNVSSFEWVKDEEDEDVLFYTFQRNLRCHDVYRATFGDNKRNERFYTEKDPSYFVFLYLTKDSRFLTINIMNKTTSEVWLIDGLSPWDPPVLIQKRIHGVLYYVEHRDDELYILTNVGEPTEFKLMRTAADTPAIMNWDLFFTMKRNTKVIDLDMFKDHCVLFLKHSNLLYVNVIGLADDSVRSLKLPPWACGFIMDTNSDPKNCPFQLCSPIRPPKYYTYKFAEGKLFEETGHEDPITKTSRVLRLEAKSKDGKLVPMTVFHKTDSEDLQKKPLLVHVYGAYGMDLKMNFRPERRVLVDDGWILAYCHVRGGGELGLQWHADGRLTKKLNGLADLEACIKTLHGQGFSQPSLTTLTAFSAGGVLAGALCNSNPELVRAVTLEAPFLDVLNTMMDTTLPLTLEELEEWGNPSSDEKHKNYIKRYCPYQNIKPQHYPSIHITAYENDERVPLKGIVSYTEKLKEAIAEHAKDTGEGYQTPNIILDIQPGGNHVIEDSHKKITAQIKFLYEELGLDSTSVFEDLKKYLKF
CTSL1 counter = blocks F. hepatica cathepsin L1 in PFM18AAP counter-screen; recombinant F. hepatica cathepsin L1, Z-Leu-Arg-MCA fluorescence; inhibition, % at 5.96 µM; actives 0.49% (n = 300,000); AID 1906;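 active = inhibition above the mean of all tested compounds plus 3 SD, set per screening campaign, cut at about 17% in these data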;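 also: 0% = plate median of test compound wells and 100% = 1 µM Z-Phe-Ala-diazomethylketone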
PP5 inh = blocks human protein phosphatase 5 activity; P53041; purified PP5c, OMFP substrate fluorescence; inhibition, % at 6.7 µM; actives 0.18% (n = 320,000); AID 1987;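 active = inhibition above the campaign's mean inhibition across all tested compounds plus 3 SD, cut at about 9.5% in these data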;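 also: 0% = DMSO only and 100% = 100 µM cantharidin control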
PP1 counter = blocks human PP1-alpha phosphatase, a PP5 counter-screen | P62136 | purified PP1alpha, OMFP fluorescence | inhibition, % at 6.7 µM | actives 0.9% (n = 320,000);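 active = inhibition above the mean inhibition of all tested compounds plus 3 SD, computed separately for each screening campaign, cut at about 15% in these data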
core dimer inh = HCV core protein dimerization inhibition. TR-FRET GST/Flag-core106 dimerization, 1536-well. inhibition, % at 5 µM. actives 0.33% (n = 300,000). AID 1899;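 active = inhibition above the mean of all tested compounds plus 3 SD, set per screening campaign, cut at about 45% in these data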
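System: GST/Flag-tagged HCV core106 proteins. Incubation: compound-protein-antibody incubation 4 h at 22.5 °C. Technique: HTRF with 340 nm excitation, 617/671 nm emission. Medium: KF-containing HEPES buffer, pH 7.45, DTT, CHAPS, BSA. Read-out: inhibition (%) from 671 over 617 nm ratio. Also added: Eu(K)-anti-GST 90 ng/mL plus XL665-anti-Flag 1 µg/mL.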
ZTA counter = counter-screen for EBNA-1 inhibitors: inhibitors of Epstein-Barr virus ZTA; ZTA-DNA binding, fluorescence polarization; actives 0.15% (n = 320,000); inhibition, % at 11 µM; P03206; in the data active = inhibition above about 33%
Target sequence (P03206 whole entry, looked up): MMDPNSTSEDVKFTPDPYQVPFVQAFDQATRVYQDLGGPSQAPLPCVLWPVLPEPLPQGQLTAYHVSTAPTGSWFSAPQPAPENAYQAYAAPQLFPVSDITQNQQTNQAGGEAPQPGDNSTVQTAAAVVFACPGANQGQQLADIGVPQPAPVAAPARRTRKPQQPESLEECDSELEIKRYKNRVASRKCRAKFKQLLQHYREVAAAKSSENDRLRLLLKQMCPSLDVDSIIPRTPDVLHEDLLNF
Active calls of the source: *; x = no result given. Not all compounds are listed. The share of hits here may be higher or lower than overall.

SMILES	EBNA-1 inh	Efflux pump inh	TPT1 inh	PREPL inh	CTSL1 counter	PP5 inh	PP1 counter	core dimer inh	ZTA counter
Cn1c(SCC(=O)N/N=C/C=C/c2ccccc2[N+](=O)[O-])nc2ccccc21	25	-0.1	1	-2	-1	-0.5	2	-1	-8
O=C(CN1C(=O)NC(Cc2ccccc2)C1=O)Nc1ccc(OC(F)F)cc1 (centres undefined)	-6	0.2	1	9	8	0.6	-2	-3	-8
CCC1Sc2ccc(S(=O)(=O)Nc3cc(OC)cc(OC)c3)cc2NC1=O (centres undefined)	-10	0.6	-4	7	-3	5.1	11	2	8
O=C(COC(=O)c1ccc2ccccc2n1)Nc1ncc(C(F)(F)F)cc1Cl	2	0.3	-1	7	-4	2.2	1	-3	4
O=C(c1ccc([N+](=O)[O-])o1)N1CCc2ccccc2C1	5	0.1	-2	-14	-1	-4.8	-4	0	-4
COc1ccc(Cn2c(O)c(C=Nc3ccccc3)c3ccccc3c2=O)cc1	3	0.3	0	5	2	-0.5	-4	2	6
CSC(=NC#N)N1CCN(C(=NC#N)SC)CC1	-1	0.1	0	20	-5	1.1	-6	3	-6
O=C(COC(=O)CCS(=O)(=O)c1ccc(Cl)cc1)NCCc1ccccc1	-14	0.0	-1	-1	-54	-1.0	-3	-2	5
FC(F)(F)c1cccc(N2CCN(CC3CC4C=CC3C4)CC2)c1 (centres undefined)	3	0.0	-5	3	-2	1.8	2	1	-1
CC1CCCN(S(=O)(=O)c2ccc(NC(=O)[C@@H]3CCCN3C(=O)c3cccs3)cc2)C1 (some centres undefined)	x	0.2	x	15	x	1.1	0	x	-15
NC(=O)c1sc2cc(C(F)(F)F)cnc2c1-c1ccccc1	-2	0.0	0	-9	-4	0.1	-1	-1	5
CC1Cc2ccccc2N1C(=O)COC(=O)c1ccc(Cl)nc1 (centres undefined)	11	-0.1	-4	-7	-8	-1.0	-5	6	17
CC1CCN(S(=O)(=O)c2cn(CC(=O)Nc3cccc(C#N)c3)cn2)CC1	-1	-0.3	0	1	-5	2.6	-2	1	0
O=C(NCc1ccco1)C(=S)N1CCCC1	-9	-0.1	2	9	-4	-1.8	-9	-1	-10
CCN(CC)CCCNC(=O)c1nn(-c2ccccc2OC)c(=O)c2ccccc12	-3	0.0	-2	-9	-3	0.1	2	-3	-8
Cc1ccc(CN(CC(=O)NCC2CCCO2)S(=O)(=O)c2ccc(C)cc2)cc1 (centres undefined)	5	-0.1	1	-1	8	0.3	-2	9	-8
CCc1ccc(Cc2cnc(NC(=O)C3=NCCN3)s2)cc1	-11	0.2	-3	8	-1	-1.4	17*	-2	-31
c1cc2c3c(cccc3c1)NC(c1ccc3c(c1)OCO3)N2	3	-0.6	-2	10	-1	2.2	1	-27	-5
COc1ccc(N=C2SC(C(=O)Nc3ccc(C(=O)O)cc3)CC(=O)N2Cc2cccs2)cc1 (centres undefined)	6	-0.1	-2	-9	0	-3.2	2	12	14
COc1cc(OC)c(C(=O)OCC(=O)NCCc2ccccc2)cc1OC	0	0.0	72*	-4	-1	-2.0	-6	4	15

Entries listed so far that contain a furan ring, fused or not:
SMILES	EBNA-1 inh	Efflux pump inh	TPT1 inh	PREPL inh	CTSL1 counter	PP5 inh	PP1 counter	core dimer inh	ZTA counter
O=C(c1ccc([N+](=O)[O-])o1)N1CCc2ccccc2C1	5	0.1	-2	-14	-1	-4.8	-4	0	-4
O=C(NCc1ccco1)C(=S)N1CCCC1	-9	-0.1	2	9	-4	-1.8	-9	-1	-10

Carrying on:
SMILES	EBNA-1 inh	Efflux pump inh	TPT1 inh	PREPL inh	CTSL1 counter	PP5 inh	PP1 counter	core dimer inh	ZTA counter
Cc1nc(-c2ccc(F)cc2)c(CC(=O)N2CCN(S(=O)(=O)c3ccccc3Br)CC2)s1	-4	-0.1	-4	5	-2	3.6	3	-4	-4
Cc1cc2cc(CN(Cc3ccco3)C(=O)NCc3ccccc3)c(=O)[nH]c2cc1C	-10	0.1	4	-1	-1	3.7	-4	3	0
CCOc1ccc2oc(C(=O)N3CC(C)OC(C)C3)c(C)c2c1 (centres undefined)	1	-1.2	-1	16	-2	3.4	-3	-2	-8
N=c1nc(-c2ccccc2)ccn1O	-10	-0.1	3	1	6	-8.1	-8	-2	-25
Cc1ccccc1OCC(=O)Nc1cc(Cl)ccc1Oc1ccccc1	-29	-0.1	0	-14	6	0.5	-1	0	-24
COc1ccc(C2C(C(=O)NCc3ccccn3)CCC(=O)N2c2cc(OC)c(OC)c(OC)c2)cc1 (centres undefined)	-4	0.0	-1	14	-5	-0.7	-3	2	1
Cc1cc(NC(=O)CCC(=O)N(Cc2cccs2)C(C)(C)C(=O)NC2CCCCC2)no1	-5	-0.3	3	-2	-1	1.9	0	-3	2
CC1CCc2sc(C(=O)N=Nc3c(O)[nH]c4ccccc34)cc2C1 (centres undefined)	3	-2.5	-2	11	-3	0.8	-1	-7	-1
CCC(C)c1ccc(NC(=O)CSc2nncn2N)cc1 (centres undefined)	7	-0.1	-2	6	2	0.0	-1	-1	0
CN1CCN(C(=O)c2ccccc2-c2nc(-c3ccccc3)no2)CC1	-1	0.1	-1	2	1	-1.2	-2	7	7
CCOC(=O)N1CCN(C(=O)c2ccc(Cl)c(S(=O)(=O)N3CCOCC3)c2)CC1	-3	0.1	-2	0	-1	0.4	0	-9	12
O=C(CSc1cccc2cccnc12)Nc1ccc(S(=O)(=O)N2CCOCC2)cc1	-7	0.0	-1	-3	4	1.5	-4	6	3
CC(C)CNc1oc(-c2ccco2)nc1C#N	-14	0.0	2	8	4	4.6	4	-5	-24
Cc1ccc(NC2c3ncccc3C(=O)N2c2ccccc2C)cc1C (centres undefined)	7	0.2	3	9	-2	8.2	30*	0	16
COc1cc(/C=C(\C#N)C(=O)NC2CCCCC2C)ccc1OS(=O)(=O)c1ccc(C)cc1 (centres undefined)	-1	0.1	-5	1	-1	3.2	4	22	8
CCN(CC(=O)Nc1ccccc1C(F)(F)F)C(=O)CSCc1ccc(C)cc1	5	0.0	2	9	-5	-1.6	0	4	3
CC/C(=N\NC(=S)Nc1ccc(OC)cc1)c1ccc(OC(F)F)cc1	-5	0.0	-5	10	-1	5.3	2	0	13
CC(=O)c1cc(CCC(=O)NC2CCCCCC2)oc1C	-2	-0.1	2	0	1	1.4	-2	10	7
CC(C)c1ccc(N2C(=NC(=O)C3CC3)SC3CS(=O)(=O)CC32)cc1 (centres undefined)	-14	0.1	4	-3	10	-0.2	0	3	-19
O=C(O)[C@H](O)[C@@H](O)C(=O)O	7	-0.1	-1	3	-3	-3.5	-7	3	10

Entries from the list above containing an NH in an aromatic ring:
SMILES	EBNA-1 inh	Efflux pump inh	TPT1 inh	PREPL inh	CTSL1 counter	PP5 inh	PP1 counter	core dimer inh	ZTA counter
Cc1cc2cc(CN(Cc3ccco3)C(=O)NCc3ccccc3)c(=O)[nH]c2cc1C	-10	0.1	4	-1	-1	3.7	-4	3	0
CC1CCc2sc(C(=O)N=Nc3c(O)[nH]c4ccccc34)cc2C1 (centres undefined)	3	-2.5	-2	11	-3	0.8	-1	-7	-1

Next part:
SMILES	EBNA-1 inh	Efflux pump inh	TPT1 inh	PREPL inh	CTSL1 counter	PP5 inh	PP1 counter	core dimer inh	ZTA counter
O=C1NCCN1CCNS(=O)(=O)c1cc(C(F)(F)F)cc(C(F)(F)F)c1	10	0.0	0	4	-1	-0.9	-2	-9	-1
CCCN1C(=O)/C(=C/c2ccco2)SC1=Nc1ccc(OC)cc1	-4	0.0	4	2	1	3.9	1	3	1
Clc1ccc(-c2nnc(-c3ccc(Br)o3)o2)c(Cl)c1	-6	1.2	-2	11	10	2.7	0	14	-13
CC(C)(C)N(NC(=O)Nc1ccccc1)C(=O)c1ccccc1Cl	-17	0.1	2	4	-1	2.5	-4	2	-4
N#Cc1nc(COc2ccccc2)oc1N1CCN(c2cccc(Cl)c2)CC1	-11	0.0	0	11	3	2.8	-3	-6	-4
COc1ccccc1C(c1nnnn1C(C)(C)C)N1CCN(Cc2ccccc2)CC1 (centres undefined)	0	0.0	-3	23	0	3.2	-1	0	-13
C=CCNC(=O)CN(CCc1ccccc1)S(=O)(=O)c1ccccc1	-7	0.2	-1	1	-2	1.1	-4	1	14
CN1C(=O)/C(=C/c2ccc(O)c([N+](=O)[O-])c2)N(C)C1=S	-8	0.3	-8	14	11	2.1	-1	-12	5
COc1cc(C2N(c3ccccc3)CCN2c2ccccc2)ccc1OC(C)=O	-3	0.2	2	23	-1	1.4	-2	11	7
CCc1cc(C(c2ccccn2)N2CCN(C)CC2)c(NC(=O)c2ccccc2)s1 (centres undefined)	-4	0.3	-4	24	0	1.0	1	-2	5
COc1ccccc1-c1ccc2nnc(SCC(=O)N3CCCC3)n2n1	-3	0.0	1	0	-2	-0.1	-6	1	-4
O=C1NCCN1C(=O)c1ccco1	4	0.0	2	-11	21*	0.9	-5	-3	1
Cc1ccc(-c2nnc(SCC(=O)CC(=O)Nc3ccccc3)n2C)cc1	-8	-0.1	1	4	1	1.6	0	6	-12
O=C(CCn1nc(-c2ccccc2)c2ccccc2c1=O)N1CCN(c2ccccc2)CC1	4	0.0	-1	17	3	1.5	2	9	-12
CC1CN(C(=O)c2ccccc2C(=O)c2ncc[nH]2)CC(C)O1 (centres undefined)	-2	-0.1	1	8	-1	3.1	-2	-5	-16
O=C(COc1ccccc1)c1cn(CC(=O)N2CCOCC2)c2ccccc12	1	0.1	27*	-4	0	0.9	-2	0	-4
COc1cccc(CN2CCN(C3CCN(c4ccccc4F)CC3)CC2CCO)c1 (centres undefined)	5	-0.1	-2	6	-1	1.3	6	-1	13
CCOc1ccc(NC(=O)CN2C(=O)COc3ccc(S(=O)(=O)N4CCCC4)cc32)cc1	0	-0.2	-3	4	3	2.4	0	-3	1
Cc1ccc(S(=O)(=O)Cc2ccc(C(=O)NCCc3ccccc3)o2)cc1	3	0.0	-2	-11	1	-0.2	1	0	6
O=C(COc1ccccc1)NCC(c1ccco1)N1CCCCC1 (centres undefined)	-7	0.0	4	8	-1	0.8	-5	2	-7
CCOc1ccccc1NC(=O)CSc1nccn1-c1ccccc1	0	0.1	1	-10	2	1.3	-1	4	-5
O=C1c2oc3ccc(Cl)cc3c(=O)c2C(c2ccccn2)N1CCCN1CCOCC1 (centres undefined)	2	0.0	-3	1	-1	-1.6	3	3	15
Cc1ccccc1CSCCNC(=O)c1ccc(N(C)S(=O)(=O)c2ccccc2)cc1	-2	-0.2	2	-2	1	1.2	4	2	12
O=S(=O)(c1ccc(Cl)cc1)N1CCC(O)(c2cccnc2)CC1	4	-0.1	0	-3	-2	1.5	0	10	9
CCCc1nnc(SCC(=O)NC2CC2)n1CC	6	-0.1	0	0	-2	-2.2	-3	-2	12
CCSc1nnc(NC(=O)Cc2ccc(OC)c(OC)c2)s1	9	-0.1	-6	4	0	0.2	-1	1	10
Cc1ccc2nc(-c3ccccn3)cc(C(=O)NCCc3ccc(F)cc3)c2c1	4	-0.4	-2	7	5	2.1	-2	-8	-11
COc1ccccc1N1CCN(C(=O)c2coc(=O)c(Br)c2)CC1	4	-0.1	-6	5	3	-2.1	-3	-8	-10
Cc1nc(CNS(=O)(=O)c2ccc(Oc3ccccc3)cc2)cs1	-6	0.1	3	-6	1	0.2	-3	-7	-12
Cc1cc(N2CCN(Cc3cn(C)nc3-c3cccc(Cl)c3)CC2)cc(C)n1	-6	-0.1	-6	10	-5	-0.2	-6	1	-4
CC(C)(C)c1ccc(/C=N/N2CCN(c3ccccn3)CC2)cc1	6	-0.1	-5	14	2	2.8	-8	-4	4
COc1ccc(NC(=S)N2CCC(NC(=O)c3cccc(F)c3)CC2)cc1	8	-0.2	-2	5	-2	-0.8	-2	5	7

Screens as filed in PubChem BioAssay.
